EPAC1 antag: blocks human EPAC1 exchange factor; O95398; EPAC1 GEF assay, Rap1b-BODIPY-GDP exchange fluorescence; 360,000 compounds, 0.14% hits; Potency, µM (highest dose often 115 µM), without a hit: at the highest dose activity change, negative = inhibition, hits mostly inhibitors;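 also: plate controls were vehicle for no effect and positive control for full effect; nearly all actives have a fitted effect of over 50% in size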
Target sequence (O95398 whole entry, looked up): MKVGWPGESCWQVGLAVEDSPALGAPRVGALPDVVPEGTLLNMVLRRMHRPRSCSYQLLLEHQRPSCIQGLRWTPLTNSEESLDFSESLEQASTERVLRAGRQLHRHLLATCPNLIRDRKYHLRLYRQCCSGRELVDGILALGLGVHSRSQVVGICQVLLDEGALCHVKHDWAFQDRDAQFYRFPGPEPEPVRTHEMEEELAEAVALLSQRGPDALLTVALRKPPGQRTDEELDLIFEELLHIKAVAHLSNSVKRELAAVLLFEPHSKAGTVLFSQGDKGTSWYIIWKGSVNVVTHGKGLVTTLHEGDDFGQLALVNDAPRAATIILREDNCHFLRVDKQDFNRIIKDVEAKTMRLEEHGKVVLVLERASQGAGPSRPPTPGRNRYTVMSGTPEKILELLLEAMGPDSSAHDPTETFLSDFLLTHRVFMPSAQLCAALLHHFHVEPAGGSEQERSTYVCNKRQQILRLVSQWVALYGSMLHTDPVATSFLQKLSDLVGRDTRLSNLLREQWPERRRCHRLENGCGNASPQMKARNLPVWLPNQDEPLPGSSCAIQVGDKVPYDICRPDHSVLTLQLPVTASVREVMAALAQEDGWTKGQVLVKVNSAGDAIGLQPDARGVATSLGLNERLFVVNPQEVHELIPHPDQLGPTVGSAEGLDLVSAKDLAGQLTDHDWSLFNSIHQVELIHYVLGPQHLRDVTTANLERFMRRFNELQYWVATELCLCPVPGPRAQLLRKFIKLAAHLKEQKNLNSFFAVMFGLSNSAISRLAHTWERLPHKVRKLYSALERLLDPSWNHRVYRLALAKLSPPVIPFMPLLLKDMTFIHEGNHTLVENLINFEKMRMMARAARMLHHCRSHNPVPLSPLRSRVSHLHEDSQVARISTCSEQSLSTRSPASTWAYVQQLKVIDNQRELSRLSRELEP
EPAC2 antagonist: EPAC2 (human) antagonism | Q8WZA2 | 360,000 compounds, 0.18% hits | EPAC2 GEF exchange of Rap1B-BODIPY-GDP, fluorescence | Potency, µM (highest dose often 114 µM), for inactives: at the highest dose activity, negative = inhibition, usual class: inhibitors; also: % is scaled to controls: 0 for no effect and ±100 for the full control effect; nearly all actives have a fitted effect of over 45% in size; many of its hits are not listed in these tables
PTHR1 ag: PTHR1 (human) receptor agonism. Q03431. HEK293 GP2 PTHR1 cells, GloSensor cAMP luminescence, 1 h. Potency, µM (series often up to 115 µM), without a hit: top-dose activation, actives largely listed as activators. 410,000 compounds, 0.075% hits. AID 743266; also: nearly all actives have a fitted effect of over 55% in size; some results filed as inactive show a strong effect at the top dose; inactives centre near -15; many of its hits are not listed in these tables
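HEK-293-derived GP2 cells expressing PTHR1 and a GloSensor cAMP reporter, 3,000/well, plated overnight, given luciferin plus IBMX (each 0.5 mM as added) for 1 h at 37 °C, then compound for 1 h at 37 °C. Luminescence was read after 15 min at room temperature.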
TDP-43 yeast inh: TDP-43 toxicity inhibition in yeast; TDP-43 expressing yeast growth rescue, BacTiter-Glo, 24 h; Potency, µM (series often up to 46.1 µM), without a hit: at the top dose growth rescue (activation), hits mostly activators; 410,000 compounds, 1.8% hits; also: % of control where 0% means no effect; nearly all actives have a fitted effect of over 50% in size
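In this qHTS, compounds that restore growth of yeast expressing TDP-43 appear as activators. Cells (OD600=0.02, galactose medium, raffinose-pregrown) are incubated with compound 24 hr at 30 deg C and growth is quantified by BacTiter-Glo.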
EPAC1 agonist: activates human EPAC1 exchange factor | O95398 | EPAC1 agonist qHTS, biochemical assay; response scale: 100% = response to 6.5 mM cAMP | Potency, µM (top dose mostly 154 µM), for inactives: at the highest dose activation, usual class: activators | 360,000 compounds, 0.073% hits | AID 720707; also: nearly all actives have a fitted effect of over 60% in size
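Multi-concentration qHTS readout: loss of Rap1B-bound BODIPY-GDP fluorescence driven by 100 nM EPAC1 with excess GDP (50 uM), monitored kinetically at room temperature; agonist response expressed relative to 6.5 mM cAMP.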
EPAC2 agonist: EPAC2 (human) agonism | 360,000 compounds, 0.079% hits | Potency, µM (series often up to 154 µM), without a hit: at the highest dose activation, actives largely listed as activators | Q8WZA2 | EPAC2 activation, biochemical qHTS; response scale: 100% = 6.5 mM cAMP response; also: nearly all actives have a fitted effect of over 50% in size
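Fluorescence exchange assay: 100 nM EPAC2 with 250 nM RAP1B-BODIPY-GDP and 50 uM GDP; compounds tested as a concentration-titration series (qHTS). Loss of Rap1-bound BODIPY-GDP fluorescence read at 480/540 nm; data normalized to 6.5 mM cAMP.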
FUS yeast rescue: suppressors of FUS proteinopathy in yeast; S. cerevisiae FUS-expressing, growth rescue, OD600, 24 h; AID 1347120; 390,000 compounds, 0.24% hits; Potency, µM (series often up to 76.6 µM), for the others: at the highest dose growth rescue (activation), most hits filed as activators;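 also: plate controls were DMSO vehicle for no effect and reference control for full effect; nearly all actives have a fitted effect of over 55% in size; some results filed as inactive show a strong effect at the top dose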
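S. cerevisiae expressing FUS from galactose induction served as the toxicity model. Growth after 24hr at 30C, read as absorbance at 600 nm, indicates suppression of toxicity; compounds dosed at several concentrations.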
aSyn rescue: rescues yeast growth from alpha-synuclein toxicity; 370,000 compounds, 0.14% hits; Yeast expressing alpha-synuclein, growth rescue, BacTiter-Glo, 24 h; AID 652106; Potency, µM (series often up to 46.1 µM), without a hit: at the highest dose growth rescue (activation), usual class: activators; also: % of control where 0% means no effect; nearly all actives have a fitted effect of over 65% in size
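Screening used galactose-induced yeast with toxic alpha-synuclein levels, exposed to compound for 24 hr at 30 deg C. Cell growth, read with BacTiter-Glo luminescence, gave the measured signal.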
Numbers without * were called inactive; i = inactive; ? = inconclusive; . = no result given; [ ] = another dose, or the depositor's remark. Calls follow the shape of the dose curve; as a rule, active = well fitted curve in the direction sought with a large enough effect; inconclusive = small, poorly fitted or top-dose-only effect, or another doubt; inactive = no such curve, though single readings can be large; an effect the other way counts as inactive or inconclusive. Potency is read from the fitted curve at half-maximal effect.

cpd	SMILES	EPAC1 antag	EPAC2 antagonist	PTHR1 ag	TDP-43 yeast inh	EPAC1 agonist	EPAC2 agonist	FUS yeast rescue	aSyn rescue
1	COc1ccc(C)cc1NC(=O)/C=C/c1ccc(OC)c(S(=O)(=O)N2CCOCC2)c1	-18%	-8%	-11%	11%	19%	16%	?	7%
2	COc1cc(C(=O)Nc2ccc(NC(=O)c3ccccc3)nc2)cc(OC)c1OC	19%	-5%	-5%	1%	6%	8%	22%	2%
3	O=C(c1c[nH]c2ccccc12)N1CCOCC1	-5%	2%	i	-5%	5%	4%	15%	0%
4	O=C(Nc1ccccc1C(=O)NCc1ccccc1)c1ccccc1Br	3%	-1%	-17%	17%	0%	7%	7%	-27%
5	Cc1ccc(Cc2cnc(NC(=O)CN3CCOCC3)s2)cc1Cl	5%	-9%	-6%[57.5 µM]	-5%	-1%	2%	14%	-1%
6	COc1cc(-c2nc3c[n+](CC(=O)c4ccccc4)ccc3n2C)cc(OC)c1OC	-11%	0%	i	6%	4%	-7%	-8%	-7%
7	Cc1sc2ncnc(SCC(=O)N3c4ccccc4Sc4ccc(Cl)cc43)c2c1C	0%	-2%	i	1%	1%	7%	.	2%
8	Cc1ccccc1C(=O)/C(C#N)=N/Nc1c(C)n(C)n(-c2ccccc2)c1=O	-7%	79µM*	i	35µM*	-11%	-68%[inhibitor]	.	16µM*
9	CC1CCN(Cc2nc(-c3ccccc3)no2)CC1	-4%	0%	-11%	17%	-1%	-6%	.	-9%
10	CCOC(=O)C1(C)CCCN1C(=O)c1ccccc1F (configuration not stated)	-1%	0%	i	12%	7%	0%	-11%	1%
11	COc1ccc(COC(=O)c2n[nH]c3ccccc23)cc1F	-22%	-4%	-52%[inhibitor][57.5 µM]	18%	7%	11%	15%	1%
12	Nn1cc(-c2ccccc2)nc1SCC(=O)NCCc1ccccc1	?	-3%	-7%	14%[9.22 µM]	7%	5%	4%	6%
13	COc1cccc(-n2c(Cc3cc(=O)[nH]c(=O)[nH]3)nnc2SCC(=O)NC2CCCCC2)c1	-8%	2%	-14%	0%	0%	2%	4%	1%
14	O=C(NC1CCCCC1)C(c1ccc(F)cc1)N(CCc1ccccc1)C(=O)CN1C(=O)c2ccccc2S1(=O)=O (configuration not stated)	9%	11%	-3%	25%	-7%	-10%	12%	9%
15	Cc1cc(NC(=O)COC(=O)c2ccc(F)c(S(=O)(=O)N3CCOCC3)c2)no1	-1%	4%	43%[57.5 µM]	0%	0%	7%	3%	0%
16	Cc1cc(C)c2[nH]c(=O)c(CN(Cc3nnnn3C3CCCC3)C3CCCCC3)cc2c1	11%	6%	i	-9%	1%	2%	-12%	-17%
17	O=c1[nH]c2cc(F)ccc2c2ccc(F)cc12	-4%	12%	i	19%	-5%	-2%	.	13%
18	N#CC1(Nc2ccc3ccccc3c2)CCCC1	-10%	-14%	i	-12%	-3%	11%	7%	-13%
19	CC(=O)Nc1ccc(Nc2nc(C)nc3c2oc2ccccc23)cc1	-5%	-4%	-14%[57.5 µM]	14%	0%	-5%	15%	0%
20	COC(=O)/C=C1/S/C(=N/N=C/c2ccco2)NC1=O	4%	0%	i	-7%	5%	3%	-14%	-2%
21	CCc1cccc(N2C(=O)CS(=O)(=O)C23C(=O)N(Cc2ccccc2)c2ccc(C)cc23)c1 (configuration not stated)	.	.	-8%	10%	.	.	7%	-3%
22	CCN(CC)C(=O)CCc1nc2sc3c(c2c(=O)[nH]1)CCCC3	-14%	-4%	-22%[57.5 µM]	-19%	4%	6%	33%	0%
23	COC(=O)c1cccc(-n2c(C)cc(C=O)c2C)c1C	-10%	-2%	i	15%	2%	-5%	.	5%
24	Cc1ccccc1NC(=O)COC(=O)c1n[nH]c(=O)c2ccccc12	-9%	-19%	-23%	-6%	3%	4%	21%	1%
25	CCNc1nc(OC)nc(N2CCC(Cc3ccccc3)CC2)n1	-5%	-6%	-34%[inhibitor]	30%	-11%	5%	.	-2%
26	COc1cccc(NC(=O)c2nnn(CCc3ccccc3)c2N)c1	-20%	4%	-34%[inhibitor]	23%	3%	13%	-15%	4%
27	O=c1c2[nH]c3ccc(Br)cc3c2ncn1Cc1ccncc1	3%	-2%	-30%[inhibitor]	-23%	12%	9%	22%	-1%
28	Cc1ccc(-c2cc(NC(=O)CSc3n[nH]c(N)n3)n(-c3ccccc3)n2)cc1	-12%	-5%	i	8%	14%	4%	7%	-1%
29	CO/N=C(/CS(=O)(=O)c1ccc(C)cc1)c1ccc(OC)cc1	-26%	12%	i	-21%	1%	-11%	-17%	1%
30	COc1ccc([C@@H]2Sc3cc(OC)ccc3N(CCN(C(C)C)C(C)C)C(=O)[C@H]2OC(C)=O)cc1	-3%	-4%	-13%[57.5 µM]	12%	7%	7%	21%	6%
31	COc1ccc(Cl)cc1NC(=O)CN(C)C(=O)COc1ccccc1F	-6%	4%	-33%[inhibitor]	-7%	1%	1%	-3%	-6%
32	COc1ccc(CNC(=O)[C@@H]2CC=C[C@@H]3CCN(C4CC4)C(=O)[C@@H]32)cc1	-7%	3%	i	-3%	5%	3%	9%	0%
33	CC1CN(C(=O)CCC(=O)N2CCOCC2)c2ccccc2O1 (configuration not stated)	9%	1%	i	14%	-8%	23%	-21%	-3%
34	O=C(/C=C/c1c(Cl)cccc1Cl)n1cccn1	-13%	-6%	i	?	6%	3%	-2%	?
35	O=C(NCc1ccccc1Cl)c1csc([C@@H]2O[C@H](CO)[C@H](O)[C@H](O)[C@H]2O)n1	13%	21%	-15%	0%	-17%	-1%	-27%	-4%
36	O=C(Nc1ncccc1O)c1cccc(S(=O)(=O)N2CCc3ccccc32)c1	-5%	0%	-23%[57.5 µM]	15%	0%	12%	19%	-25%
37	Cc1cc(C)c(OCCNC(=O)c2ccccc2Sc2ccccc2C#N)c(C)c1	-3%	-14%	-35%	-2%	8%	21%	28%	8%
38	O=C(NCc1ccco1)C1CCCN(S(=O)(=O)c2cccc3nsnc23)C1 (configuration not stated)	?	-1%	-27%	-6%	0%	-2%	27%	5%
39	COc1ccccc1C(=O)N1CCN(c2ccccn2)CC1	1%	9%	-1%	-10%	-3%	3%	-15%	2%
40	O=C(Cc1ccc(Cl)cc1)Nc1ccccc1C(=O)Nc1ccc(C(=O)O)cc1	-2%	2%	i	16%	13%	3%	-27%	7%
41	COc1ccccc1/C=N/NC(=O)c1ccc(-c2ccccc2)cc1	-1%	4%	0%	19%	5%	7%	4%	-2%
42	CCCCC(CC)CNC(=O)CCS(=O)(=O)c1cccc2nsnc12 (configuration not stated)	0%	-2%	-18%	19%	12%	-11%	39%	8%
43	CC(C)(C)NC(=O)C(c1cccs1)N(Cc1ccco1)C(=O)c1csnn1 (configuration not stated)	1%	?	i	6%	-9%	0%	8%	1%
44	CN(C)c1nc(OCc2ccccc2)c2ncc(=O)[nH]c2n1	-12%	12%	i	-2%	-7%	12%	5%	-2%
45	CCCC(=O)NC(c1cccs1)c1cc([N+](=O)[O-])c2cccnc2c1O (configuration not stated)	46%[activator]	-7%	i	3%	7%	9%	6%	0%
46	CCN(CC(=O)Nc1ccc(NC(C)=O)cc1)C(=O)c1cccc(S(=O)(=O)N2c3ccccc3CC2C)c1 (configuration not stated)	-13%	-22%	i	-26%	-4%	0%	40%	5%
47	Cc1onc(C(=O)NC2CCCCC2)c1[N+](=O)[O-]	7%	9%	i	0%	5%	10%	-25%	-4%
48	O=C(C1CC1)N1CCc2cc(S(=O)(=O)N3CCOCC3)ccc21	-13%	0%	i	1%	0%	6%	-2%	-5%
49	CNc1nc(Nc2ccccc2)nc(OCC(F)(F)F)n1	13%	?	?	-6%	-7%	1%	2%	-4%
50	COc1cc(C2C(C#N)=C(N)N(N(C)C)C3=C2C(=O)CC(C)(C)C3)ccc1O (configuration not stated)	-9%	-2%	-6%	-1%	1%	9%	-2%	-3%
51	CC(/C=N/NC(=O)c1cccnc1)=C\c1ccccc1	?	-7%	-13%	-9%	3%	-1%	1%	4%
52	Cc1cc(Cn2nc(C(=O)NCc3cccc(C(F)(F)F)c3)cc2-c2ccccc2)on1	-19%	-5%	-9%	?	-17%	2%	?	-11%
53	COc1cccc(CN2CCN(C(=O)c3cccc4ccccc34)CC2)c1OC	5%	0%	-11%	-6%	4%	15%	-7%	-1%
54	CSCc1cc(N(C)c2ccccc2)nc(-c2ccccc2)n1	-7%	?	-14%	23%	-11%	10%	-16%	0%
55	COc1ccc(F)cc1S(=O)(=O)n1nc(C)cc1C	-5%	9%	i	.	-3%	1%	8%	-3%
56	O=C(c1ccc(CSCc2ccccc2F)o1)N1CCN(c2ccc(N3CCOCC3)nn2)CC1	?	-14%	-3%	7%	-9%	5%	20%	-2%
57	O=C(Nc1ccc(F)cc1)Nc1nnc([C@@H]2C[C@H](O)[C@@H](CO)O2)s1	-9%	-6%	-10%	7%	4%	13%	-18%	-2%
58	COc1ccc(Cl)cc1NC(=O)CNc1ccccc1N1CCOCC1	13%	2%	-17%	20%	-3%	9%	-37%	0%
59	CCCn1c(=N)n(CC(=O)c2cccs2)c2ccccc21	5%	1%	?	-18%	8%	5%	0%	-1%
60	O=[N+]([O-])c1cccc(S(=O)(=O)NCC2CC3CCC2C3)c1 (configuration not stated)	-4%	3%	-3%	11µM*	-4%	8%	8%	15%
61	Cc1cc(NC(=O)c2cccc(S(=O)(=O)N3CCCCC3)c2)no1	-13%	-2%	i	21%	-1%	-3%	.	-5%
62	COc1cc(OC)cc(C(=O)NC(C(=O)N2CCc3ccccc3C2)C(C)C)c1 (configuration not stated)	0%	2%	-3%	-19%	-8%	1%	-20%	12%
63	Clc1nc(CN2CCOCC2)nc2sc3c(c12)CCC3	23%	0%	-93%[inhibitor]	0%	13%	5%	-39%	-5%

Grouped by structure, the compounds so far with a nitro group on carbon
cpd	SMILES	EPAC1 antag	EPAC2 antagonist	PTHR1 ag	TDP-43 yeast inh	EPAC1 agonist	EPAC2 agonist	FUS yeast rescue	aSyn rescue
45	CCCC(=O)NC(c1cccs1)c1cc([N+](=O)[O-])c2cccnc2c1O (configuration not stated)	46%[activator]	-7%	i	3%	7%	9%	6%	0%
47	Cc1onc(C(=O)NC2CCCCC2)c1[N+](=O)[O-]	7%	9%	i	0%	5%	10%	-25%	-4%
60	O=[N+]([O-])c1cccc(S(=O)(=O)NCC2CC3CCC2C3)c1 (configuration not stated)	-4%	3%	-3%	11µM*	-4%	8%	8%	15%

An excerpt; rates above refer to the full screens.
